Assay outcomes (PubChem)
Efflux pump mplx = inhibitors of Candida antifungal efflux pumps expressed in yeast | S. cerevisiae Candida pump triplex, Nile Red efflux | AID 485275 | inhibition, % at 10 µM | 330,000 tested, 0.44% active;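 active means plate passing quality check with inhibition over a set limit, or well fluorescence over plate mean plus 4 SD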;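 further: Nile Red retained in pooled yeast measured as flow cytometry median fluorescence; 0% = buffer negative control and 100% = Enniatin B positive control; higher means more Nile Red kept so more efflux inhibition; some compounds called inactive have numbers as strong as hits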
PREPL inh = human PREPL enzyme inhibition; recombinant PREPL, fluorescence polarization activity-based probe; inhibition, % at 5.96 µM; 320,000 tested, 0.68% active; in the data active means inhibition above about 43%;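 further: 0% = enzyme with DMSO and 100% = wells lacking enzyme; many of its hits are not listed in these tables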
Target sequence (Q4J6C6 whole entry, looked up): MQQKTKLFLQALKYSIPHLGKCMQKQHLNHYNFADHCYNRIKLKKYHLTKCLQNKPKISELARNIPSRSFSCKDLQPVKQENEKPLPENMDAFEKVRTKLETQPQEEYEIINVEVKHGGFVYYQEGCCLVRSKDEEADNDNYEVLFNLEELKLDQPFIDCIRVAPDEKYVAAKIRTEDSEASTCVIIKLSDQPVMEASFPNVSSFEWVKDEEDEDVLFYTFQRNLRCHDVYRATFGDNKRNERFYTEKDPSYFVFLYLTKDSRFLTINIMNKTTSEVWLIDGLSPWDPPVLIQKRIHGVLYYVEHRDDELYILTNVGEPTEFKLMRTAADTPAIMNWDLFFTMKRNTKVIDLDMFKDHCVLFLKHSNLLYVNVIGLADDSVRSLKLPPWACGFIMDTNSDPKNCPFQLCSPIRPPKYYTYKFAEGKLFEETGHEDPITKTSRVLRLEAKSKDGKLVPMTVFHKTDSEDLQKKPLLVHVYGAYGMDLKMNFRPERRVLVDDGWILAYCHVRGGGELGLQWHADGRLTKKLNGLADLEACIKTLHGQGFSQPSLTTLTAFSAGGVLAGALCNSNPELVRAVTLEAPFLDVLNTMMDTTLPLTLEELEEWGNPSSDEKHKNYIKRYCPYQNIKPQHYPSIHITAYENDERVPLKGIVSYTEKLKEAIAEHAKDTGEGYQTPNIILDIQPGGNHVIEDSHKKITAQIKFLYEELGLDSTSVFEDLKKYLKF
TPT1 inh = blocks Candida albicans tRNA 2'-phosphotransferase; 300,000 tested, 0.81% active; inhibition, % at 5 µM; recombinant caTPT1, FP RNA substrate dephosphorylation; AID 1962;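 active means inhibition above the mean of all tested compounds plus 3 SD, set per screening campaign, cut at about 24% in these data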;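 further: plate controls were DMSO alone for no effect and ferristatin control at 100 nM for full effect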
EBNA-1 inh = blocks EBNA-1 binding to DNA; EBNA-1 DNA binding, fluorescence polarization; inhibition, % at 14.8 µM; 300,000 tested, 0.34% active; in the data active means inhibition above about 28%
core dimer inh = blocks dimerization of HCV core protein; TR-FRET GST/Flag-core106 dimerization, 1536-well; inhibition, % at 5 µM; AID 1899; 300,000 tested, 0.33% active;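 active means inhibition above the mean of all tested compounds plus 3 SD, set per screening campaign, cut at about 45% in these data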
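Assay system: GST-tagged and Flag-tagged HCV core protein residues 1-106 / Times: compound-protein-antibody incubation 4 h at 22.5 °C / Signal: time-resolved FRET, ex 340 nm, em 617 and 671 nm / Evaluation: % inhibition based on acceptor/donor emission ratio / Benchmarks: wells lacking GST-core106 and wells with excess unlabelled core106 / Repeats: singlicate, one well per compound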
CTSL1 counter = cathepsin L1 inhibition, PFM18AAP counter-screen; recombinant F. hepatica cathepsin L1, Z-Leu-Arg-MCA fluorescence; inhibition, % at 5.96 µM; 300,000 tested, 0.49% active;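 active means inhibition above the mean of all tested compounds plus 3 SD, set per screening campaign, cut at about 17% in these data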;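 further: 0% = plate median of test compound wells and 100% = 1 µM Z-Phe-Ala-diazomethylketone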
PP5 inh = PP5 (human) phosphatase inhibition. P53041. purified PP5c, OMFP substrate fluorescence. inhibition, % at 6.7 µM. 320,000 tested, 0.18% active. AID 1987;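 active means inhibition above the campaign's mean inhibition across all tested compounds plus 3 SD, cut at about 9.5% in these data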;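 further: 0% = DMSO only and 100% = 100 µM cantharidin control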
ZTA DNA inh = counter-screen for EBNA-1 inhibitors: inhibitors of Epstein-Barr virus ZTA; P03206; AID 2234; ZTA-DNA binding, fluorescence polarization; 320,000 tested, 0.15% active; inhibition, % at 11 µM; in the data active means inhibition above about 33%
PP1 inh = PP1-alpha (human) inhibition in PP5 counter-screen; 320,000 tested, 0.9% active; inhibition, % at 6.7 µM; purified PP1alpha, OMFP fluorescence; AID 2235;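 active means inhibition above the mean inhibition of all tested compounds plus 3 SD, computed separately for each screening campaign, cut at about 15% in these data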
Target sequence (P62136 whole entry, looked up): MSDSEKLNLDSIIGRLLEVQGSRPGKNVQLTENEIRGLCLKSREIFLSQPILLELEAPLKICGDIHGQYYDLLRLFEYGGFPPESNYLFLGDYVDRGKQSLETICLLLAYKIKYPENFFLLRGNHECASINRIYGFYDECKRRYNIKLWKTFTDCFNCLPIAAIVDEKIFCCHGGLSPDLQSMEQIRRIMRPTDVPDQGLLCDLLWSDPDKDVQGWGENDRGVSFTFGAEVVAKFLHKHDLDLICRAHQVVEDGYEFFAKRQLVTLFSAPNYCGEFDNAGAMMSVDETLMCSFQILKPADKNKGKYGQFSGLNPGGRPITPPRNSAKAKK
* marks the source's active call; other numbers are inactive results; . = not tested or not shown. Not all compounds are listed; the hit share may differ from the screen's.

SMILES	Efflux pump mplx	PREPL inh	TPT1 inh	EBNA-1 inh	core dimer inh	CTSL1 counter	PP5 inh	ZTA DNA inh	PP1 inh
Cc1ccc(S(=O)(=O)N2CCN(C(=O)COC(=O)CCCOc3ccccc3)CC2)c(C)c1	-0.2	25	.	.	.	.	-1.1	2	-1
Cc1ccc(S(=O)(=O)N(C)C)cc1NC(=O)C(C)Sc1ccccc1 (stereo not given)	0.1	0	4	-3	1	-3	-0.4	8	0
O=C(NCCCN1CCOCC1)C(=O)N/N=C/c1c2ccccc2cc2ccccc12	-0.1	13	1	-2	-31	6	1.7	-3	-4
COC(=O)C(C)Sc1nnc(Cc2cc(=O)[nH]c(=O)[nH]2)n1-c1cccc(OC)c1 (stereo not given)	0.0	3	-8	5	-2	1	0.3	12	-3
O=C(Cn1cccc1C(=O)c1ccccc1)NCc1ccccn1	-0.1	0	0	5	-2	-2	-2.2	5	2
CCOC(=O)c1cc2cc([N+](=O)[O-])cc(OC)c2oc1=O	-0.1	2	-1	14	-2	1	-1.3	1	4
CCOc1ccc2oc(C(=O)Nc3cc(C)ccn3)c(C)c2c1	-0.1	-2	-2	2	11	0	1.3	6	6
O=C(C1=C(O)C(=O)N(c2ncccn2)C1c1ccc(F)cc1)c1ccco1 (stereo not given)	-0.1	-5	1	5	-6	2	2.4	0	-2
Cc1cc(C)n(C(=O)c2ccc([N+](=O)[O-])cc2N)n1	0.2	-4	-3	9	1	-4	1.3	2	-4
COc1ccc(OC)c(NC(=O)CC2Oc3ccccc3NC2=O)c1 (stereo not given)	-0.1	13	-1	8	1	3	-1.2	24	-2
COc1ccc(S(=O)(=O)NCC(=O)Nc2ccc3c(c2)OCCO3)cc1OC	-0.2	13	0	9	-15	1	-1.3	-11	-1
Cc1ccc(Cn2nc(C)c(NC(=O)CCCn3nc([N+](=O)[O-])c(Cl)c3C)c2C)cc1	0.1	21	-4	8	-6	2	1.8	5	-2

One compound at a time (already shown):
O=C(NCCCN1CCOCC1)C(=O)N/N=C/c1c2ccccc2cc2ccccc12 is entered as Efflux pump mplx: -0.1; PREPL inh: 13; TPT1 inh: 1; EBNA-1 inh: -2; core dimer inh: -31; CTSL1 counter: 6; PP5 inh: 1.7; ZTA DNA inh: -3; PP1 inh: -4
CCOc1ccc2oc(C(=O)Nc3cc(C)ccn3)c(C)c2c1 is entered as Efflux pump mplx: -0.1; PREPL inh: -2; TPT1 inh: -2; EBNA-1 inh: 2; core dimer inh: 11; CTSL1 counter: 0; PP5 inh: 1.3; ZTA DNA inh: 6; PP1 inh: 6
COC(=O)C(C)Sc1nnc(Cc2cc(=O)[nH]c(=O)[nH]2)n1-c1cccc(OC)c1 (stereo not given) is entered as Efflux pump mplx: 0.0; PREPL inh: 3; TPT1 inh: -8; EBNA-1 inh: 5; core dimer inh: -2; CTSL1 counter: 1; PP5 inh: 0.3; ZTA DNA inh: 12; PP1 inh: -3

New compounds follow:
SMILES	Efflux pump mplx	PREPL inh	TPT1 inh	EBNA-1 inh	core dimer inh	CTSL1 counter	PP5 inh	ZTA DNA inh	PP1 inh
Cc1c(C)c2c(C)nn(-c3ccccc3)c2[nH]c1=O	-0.1	-10	3	15	0	0	0.9	2	-3
FC(F)Oc1ccc(/C=N/N2CCCCC2)c(OC(F)F)c1	-0.1	-3	2	2	3	-2	0.9	7	-4
O=C(Oc1ccccc1)c1ccccc1OS(=O)(=O)c1ccccc1	0.0	5	-2	3	7	9	2.1	-6	2
CCCSC1C(C)=C(C)C(=O)N1Cc1ccccc1 (stereo not given)	0.0	10	-7	3	-3	6	0.1	-11	2
CCCOc1ccc(/C=N/NC(=O)C(=O)Nc2ccccn2)cc1	0.1	2	1	20	3	1	-2.7	6	2
Cc1ccccc1-c1nc(CS(=O)CC(=O)NCCN2CCN(Cc3ccccc3)CC2)c(C)o1 (stereo not given)	0.1	22	-3	-13	-6	-2	2.1	-5	-2
Cc1ccc(C(C(=O)NCc2ccco2)N(C(=O)CNC(=O)c2cccs2)c2c(C)cc(C)cc2C)cc1 (stereo not given)	0.0	8	6	-3	12	0	0.1	13	-4
O=Cc1cccn1-c1ccccc1	-0.1	6	-1	-7	3	-2	3.6	8	-1
COc1ccc(/C=N/NC(=O)c2cccnc2)c(C(=O)O)c1OC	-0.1	2	1	4	-1	3	0.0	10	4
CCCCCCn1c(-c2cccs2)n[nH]c1=S	0.3	12	-3	-7	15	-4	-4.9	-8	3
COC(=O)c1cc(Br)c(N)cc1OC	-0.1	10	-4	3	0	-13	-1.7	3	-2
O=C(Nn1cnc2ccccc2c1=O)c1ccccc1	0.2	8	1	-5	-12	4	0.9	7	-3
Cc1ccc(Cl)cc1NC(=S)NCCCSC1CCCCC1	-0.1	0	1	7	-2	6	1.3	24	6
Cc1cc(NC(=S)NC(=O)c2ccccc2)ccc1-c1cc2ccccc2oc1=O	0.0	-4	-3	0	12	1	1.1	-1	-1
CN(C)CCCSc1nc2ccccc2s1	-0.2	-4	0	-8	2	-4	1.4	3	1
CC1=C(/C=N/Nc2ccc([N+](=O)[O-])cc2[N+](=O)[O-])C(C)(C)CCC1	0.1	-2	-2	5	12	2	1.0	8	-1
CCCc1cc(=O)oc2cc(C)cc(OCC(=O)Nc3ccc(CN4CCOCC4)cc3)c12	0.8	-17	1	-16	-2	0	3.7	-11	-1
CC(NC(=O)CCC(=O)N1CCN(S(=O)(=O)c2ccc(Cl)cc2)CC1)c1ccccc1 (stereo not given)	0.0	4	-1	-1	10	-1	1.2	6	-1
CCOC(=O)CSc1nnc(CCc2nc3ccccc3[nH]2)n1C	0.0	-12	1	8	-4	-3	3.4	-6	-1
O=C(N1CCCCC1)N1CCN(C(=O)N(c2ccccc2)c2ccccc2)CC1	0.0	4	-4	8	3	-2	-1.2	-8	-3
CCOc1ccc(/C=C/c2c([N+](=O)[O-])c(=O)n(C)c(=O)n2C)cc1	0.2	6	3	-12	11	1	-0.5	-4	2
CCC(C)[C@H](NS(=O)(=O)c1ccc(C)cc1)C(=O)N1CCC(C(=O)N2CCC(C(N)=O)CC2)CC1 (stereo not given in full)	0.1	5	-2	-6	0	3	3.7	3	-3
CCOC(=O)N1CCC(NC(=O)c2ccc(N3CCC4(CC3)OCCO4)c([N+](=O)[O-])c2)CC1	0.1	13	-1	5	-6	1	0.5	14	0
O=C(N/N=C/c1ccccc1F)c1cccc(NC(=O)c2ccccc2Cl)c1	0.0	-15	2	-6	4	-3	2.7	2	10
CN(CC(=O)O)S(=O)(=O)c1ccc(F)cc1	-0.1	4	-3	3	0	-1	0.3	1	-3
CCOc1ccc2[nH]cc(C(=O)NCCCN3CCOCC3)c(=O)c2c1	0.2	-9	-1	0	4	-2	1.8	-9	-2
O=C(N/N=C/c1cc([N+](=O)[O-])ccc1O)c1cccc2ccccc12	0.4	14	-1	-2	4	-1	2.3	-3	6
CCOC(=O)C1CCCN(C(=O)c2ccc(Cn3c(=S)[nH]c4cc(C(=O)OC)ccc4c3=O)cc2)C1 (stereo not given)	0.1	1	-5	-9	13	0	-0.3	14	1
Cc1cccc(CS(=O)(=O)Cc2ccc(C(=O)NCc3ccccc3)o2)c1	-0.1	2	-3	9	5	-1	-0.4	10	-1
CCn1cc([N+](=O)[O-])c(C(=O)N2N=C(c3ccc(Cl)c(Cl)c3)CC2c2ccccc2O)n1 (stereo not given)	0.0	6	2	-21	14	4	7.2	-2	-4
CCc1ccc(OCCCC(=O)Nc2ccc(N3CCCCC3)cc2)cc1	-0.2	22	-9	7	1	2	0.4	0	1
O=C1c2ccccc2S(=O)(=O)c2cc(C(=O)N3CCC(C(=O)N4CCCCC4)CC3)ccc21	0.1	0	2	-5	-2	11	4.6	-18	-1
O=C(NC1CCCC1)c1ccc(Br)s1	-0.1	-4	-1	2	-3	-4	0.5	11	-3
Cc1cccc(C)c1NC(=O)C1(N(Cc2ccco2)C(=O)CC2NC(=O)NC2=O)CCCCC1 (stereo not given)	-0.1	0	-2	2	-1	1	0.6	2	0
COc1ccc(C(=O)[C@H]2[C@H]3C(=O)N(c4ccccc4)C(=O)[C@H]3C3C=CC=NN32)cc1 (stereo not given in full)	0.0	9	4	-2	24	-6	2.0	-6	1
COc1cc(NC(=O)c2cc3c(=O)n(C)c4ccccc4c3n2C)cc(OC)c1OC	0.8	-3	4	1	1	1	0.6	15	-16
FC(F)(F)c1ccc(C2[C@H]3CN(Cc4ccc(-c5ccccc5)cc4)[C@H](c4ccccc4)C34CC2(c2ccccc2)C4)cc1 (stereo not given in full)	-0.1	-20	7	2	2	-4	1.2	-10	5
Cc1nc2c(Cl)cccc2[nH]1	-0.1	5	-3	-4	0	1	-2.0	-6	-4
COc1ccc2c(-c3ccccc3)cc(SCC(=O)N(C)C3CCS(=O)(=O)C3)nc2c1 (stereo not given)	0.0	5	0	2	12	1	5.0	-6	1
Cc1ccc([N+](=O)[O-])cc1NC(=O)CSc1nncn1-c1ccccn1	0.3	5	-3	-1	11	4	3.1	-2	-3
CN(C)c1nc(N)nc(CSc2nnnn2-c2ccccc2)n1	-0.1	-1	0	10	-3	-1	0.5	8	0
O=C1CCC(=O)N1OCCOc1ccc2c(c1)CCC2	-0.2	-8	1	-2	-9	-2	0.9	11	-2
COc1cccc(CNC(=O)C2CCCN(S(=O)(=O)c3c(C)noc3/C=C/N(C)C)C2)c1 (stereo not given)	-0.1	4	8	-8	11	-2	1.9	15	1
O=C(Nc1ccc(C2SCCS2)cc1)c1ccccc1	-0.1	-6	-2	-3	0	-4	-2.7	2	0
COc1ccc(C(=O)Cc2ccc(F)cc2)c(OC)c1	-0.2	8	1	7	-11	-4	3.1	2	2
O=c1c2ccccc2sc2ccc(Cl)cc12	0.1	-6	2	8	-29	0	2.1	8	0
O=C(Nc1cccc2ccccc12)N(CCO)C1CCS(=O)(=O)C1 (stereo not given)	-0.1	9	2	-4	0	0	-0.5	9	-7
CCC(CO)Oc1cc(NC(=O)c2ccc(C)cc2)c2ncn(C(C)C)c2c1 (stereo not given)	0.2	-4	.	.	.	.	3.3	-1	0
CC1(C)Nc2ccccc2C(=O)N1c1ccc(Br)cc1	0.0	10	-1	-10	1	-1	4.0	-14	-1
CN(c1ccc(C(=O)N2CCOCC2)cc1[N+](=O)[O-])C1CCCCC1	0.0	6	-1	12	-4	-1	1.5	7	-2
COc1ccc(O[C@H]2C=C[C@@H](c3ccccc3)O[C@@H]2COC(=O)CC/C(C)=N/OC[C@@H](O)COCc2ccco2)cc1	.	27	3	2	3	2	3.8	13	6
COC(=O)c1c(C)oc(C)c1S(=O)(=O)N1CCOCC1	-0.1	-7	1	11	0	1	-0.8	-5	-3
CCOC(=O)N1CC=C2C(C#N)=C(N)C(C#N)(C#N)[C@H](c3ccc(OCC)c(OCC)c3)[C@H]2C1	0.1	14	5	-8	11	-4	5.4	-5	-2
O=C(c1ccc(Cl)cc1)N1CCCC(c2ccccc2)=N1	0.0	-13	-2	-14	-14	3	2.7	-16	5
Cc1ccc(-n2c(C)nc3c(cnn3-c3ccc(F)cc3)c2=O)cc1C	0.2	17	-2	-9	14	1	4.1	-11	-2
CCOc1ccccc1C(c1c(O)nc(SC)[nH]c1=O)c1c(O)nc(SC)[nH]c1=O	0.0	8	-5	8	-5	-2	2.3	3	4
O=C1CCCc2c1[nH]c1ccccc21	0.1	16	-3	2	19	-1	2.2	-6	-1
Cc1cc(=O)n2[nH]c(Nc3cccc(Cl)c3)nc2n1	0.1	5	-1	0	-9	0	0.9	6	-3
O=C(Oc1ccc2ccc(=O)oc2c1)c1ccco1	0.1	9	1	-1	0	1	1.5	-8	-3
Cc1ccc2cc3cc(C(=O)NCCC(C)C)oc3nc2c1	-0.1	-1	-1	3	-2	4	-2.7	8	2
